Source: PubChem (several laboratories)
Rab7 wt modul = modulators of GTP binding to dog Rab7 wildtype GTPase; GTP binding activity (percent of control), % at 10 µM; 190,000 tested, 0.055% active; GST-Rab7 beads, fluorescent GTP binding, flow cytometry; actives lie on both sides; untreated = 100%, excess cold GTP = 0%; AID 758;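 active = fluorescent GTP binding to Rab7 beads changed by at least 20 points from the 100% baseline, either direction, mostly lower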;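 also: median green fluorescence of bound Bodipy-FL-GTP per Rab7 bead population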
Cdc42 wt GTP = changes GTP binding to wildtype human Cdc42; 190,000 tested, 0.2% active; percent activity (GTP binding), % at 10 µM; GST-Cdc42 beads, Bodipy-GTP binding, flow cytometry; actives lie on both sides; P60953;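 active = percent activity GTP binding at least 20 points away from the 100% baseline, either down as inhibitor or up as activator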;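 also: median bead fluorescence of bound Bodipy-FL-GTP at 100 nM; 0% = excess unlabeled GTP control and 100% = no compound control; below 100% means less GTP binding so inhibitor and above means activator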
Target sequence (P60953 whole entry, looked up): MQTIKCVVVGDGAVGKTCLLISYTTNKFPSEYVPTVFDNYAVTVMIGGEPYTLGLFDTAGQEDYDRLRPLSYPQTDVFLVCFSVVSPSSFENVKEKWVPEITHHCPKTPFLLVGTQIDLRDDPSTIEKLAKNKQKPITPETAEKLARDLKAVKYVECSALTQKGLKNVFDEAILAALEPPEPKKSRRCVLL
Mcl1-Noxa inh = Mcl-1/Noxa interaction inhibition; Q07820; TR-FRET Mcl-1/Noxa peptide binding, 2 h; 220,000 tested, 1.5% active; AID 1022; inhibition, % at 21.7 µM;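 active = compounds that cut the protein-peptide binding signal by more than 50% relative to plate controls in a single-dose test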;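 also: His-tagged Mcl-1 with rhodamine Noxa BH3 peptide and terbium anti-His antibody; 0% = Mcl-1 plus Noxa peptide wells and 100% = peptide-only wells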
Target sequence (Q07820 whole entry, looked up): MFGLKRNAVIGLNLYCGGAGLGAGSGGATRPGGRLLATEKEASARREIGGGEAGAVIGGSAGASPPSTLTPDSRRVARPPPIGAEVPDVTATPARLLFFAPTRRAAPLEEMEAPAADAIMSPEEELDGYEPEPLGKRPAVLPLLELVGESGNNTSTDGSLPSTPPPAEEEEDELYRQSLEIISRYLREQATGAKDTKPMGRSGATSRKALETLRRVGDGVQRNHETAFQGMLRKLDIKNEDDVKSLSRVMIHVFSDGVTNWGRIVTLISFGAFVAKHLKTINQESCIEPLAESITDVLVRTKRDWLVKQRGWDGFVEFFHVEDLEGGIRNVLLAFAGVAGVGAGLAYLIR
Rac1 mut GTP = alters GTP binding to activated mutant human Rac1 | P63000 | GST-Rac1 activated beads, fluorescent GTP binding, flow cytometry; actives lie on both sides; 100% means binding = to untreated wells | percent activity (GTP binding), % at 10 µM | 190,000 tested, 0.11% active;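 active = GTP binding at least 20 percentage points away from the 100% baseline, in either direction, so actives lie on both sides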
Mcl1 Bid PPI = Mcl-1/Bid interaction inhibition. inhibition, % at 21.7 µM. 220,000 tested, 0.97% active. AID 1021. TR-FRET Mcl-1/Bid-Dy647 peptide binding, 1536-well. Q07820;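 active = compounds that cut the binding signal by more than half at the single screening dose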;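 also: His-tagged Mcl-1 with europium anti-His antibody binding Bid BH3 peptide; 0% = Mcl-1 plus peptide wells and 100% = peptide-only wells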
Rac1 wt GTP bind = modulators of human Rac1 wildtype GTP binding; AID 757; GTP binding activity (% of control), % at 10 µM; GST-Rac1 beads, fluorescent GTP binding, flow cytometry; actives lie on both sides; 0 = cold GTP competed, 100 = untreated; P63000; 190,000 tested, 0.27% active;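 active = GTP binding activity at least 20 points away from the 100% control level, either lower or higher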
Avidin bead fluor = compound fluoresces at 488/530 nm on avidin beads | compound fluorescence 488/530 nm, flow cytometry; stronger effect = higher value | fluorescence (KMESF) at 10 µM | AID 1775 | 220,000 tested, 0.38% active; in the data active = fluorescence above about 47; also: inactives centre near 10
Rab2 wt GTP = changes GTP binding to wildtype dog Rab2A, up or down. GST-Rab2 wt beads, Bodipy-GTP binding, flow cytometry. GTP binding activity, % at 10 µM. 190,000 tested, 0.19% active. AID 760;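 active = GTP binding activity at least 20 points away from 100%, either lowered or raised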;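 also: 0% = beads with excess unlabeled GTP and 100% = no-compound control corrected for plate trend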
HRas wt GTP = human HRas wildtype GTP binding, change in either direction; P01112; GST-Ras wt beads, Bodipy-FL-GTP binding, flow cytometry; actives lie on both sides; GTP binding activity, % at 10 µM; 190,000 tested, 0.14% active; AID 759;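 active = GTP binding activity at least 20% away from the 100% baseline, either lowered as inhibitor or raised as activator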;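 also: 0% = unlabeled GTP competition control and 100% = no-compound control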
Target sequence (P01112 whole entry, looked up): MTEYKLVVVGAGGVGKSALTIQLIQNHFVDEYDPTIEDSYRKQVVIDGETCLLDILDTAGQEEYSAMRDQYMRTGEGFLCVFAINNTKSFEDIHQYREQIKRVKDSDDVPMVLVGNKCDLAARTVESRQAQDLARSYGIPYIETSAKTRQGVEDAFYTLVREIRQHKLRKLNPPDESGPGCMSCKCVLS
Pf gametocyte = P. falciparum stage V gametocyte viability inhibition; P. falciparum stage V gametocytes, ATP luminescence, 24 h; 150,000 tested, 0.065% active; inhibition, % at 10.9 µM;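 active = inhibition above the mean plus 3 SD of compounds within the control limits, set per campaign, cut at about 38% in these data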;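 also: 0% = DMSO wells and 100% = medium only without gametocytes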
Mcl-1 Bim block = disrupts Bim peptide binding to human Mcl-1 | inhibition, % at 10 µM | Bead-based flow cytometry, Bim peptide-Mcl-1 binding | 190,000 tested, 0.1% active | AID 1009 | Q07820; in the data active = inhibition above about 40%;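 also: 0% = no compound tracer wells and 100% = peptide blocker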
The depositor's hits bear a star; / = no result given.

SMILES	Rab7 wt modul	Cdc42 wt GTP	Mcl1-Noxa inh	Rac1 mut GTP	Mcl1 Bid PPI	Rac1 wt GTP bind	Avidin bead fluor	Rab2 wt GTP	HRas wt GTP	Pf gametocyte	Mcl-1 Bim block
O=C(COC(=O)CCC1CCCC1)Nc1ccccc1OC(F)F	105	99	-3	98	-20	95	9	101	99	-27	-2
Cc1cc(C)cc(-n2c(SCC(=O)NCc3ccco3)nc3ccccc3c2=O)c1	95	98	3	96	-44	96	3	96	98	/	0
COc1ccc(-c2nnc(Sc3nc4ccccc4o3)c3ccccc23)cc1	93	102	22	98	-2	101	22	94	103	-1	0
COc1ccc(N2CCN(C(=S)NC(C)c3ccccc3)CC2)cc1 (centres undefined)	109	95	17	95	-20	99	9	100	100	/	3
CC(C)(C)NC(=O)COC(=O)/C=C/c1ccc(F)cc1	98	104	-3	101	8	106	14	97	101	13	-7
COc1cc(OC)cc(C(=O)N2CCC(N3CCN(c4ccccc4OC)CC3)CC2)c1	104	108	14	106	57*	110	7	107	107	22	-4
COc1cccc(NC(=O)CSc2nc3n[nH]c(C)c3c(=N)n2-c2cccc(OC)c2)c1	89	86	-66	91	1	90	35	85	86	/	5
CCn1c(-c2ccncc2)n[nH]c1=S	103	96	49	95	-26	97	5	98	97	-22	-3
CCn1c(SCC(=O)Nc2cc(F)ccc2C)nnc1-c1ccccc1O	103	101	-3	98	-5	101	10	103	102	5	-2
CC(C)(C)c1cc(Br)c(O)c(N=Nc2ccc(S(=O)(=O)N3CCOCC3)cc2)c1	103	91	27	91	-20	98	27	93	95	-4	-1
CC(=O)/C=C/c1ccccc1O	105	102	2	96	-14	103	10	102	98	/	-3
COc1ccc(N2CSC3=C(C#N)C(c4ccc(OC)c(OC)c4)CC(=O)N3C2)c(OC)c1 (centres undefined)	103	97	36	97	-39	101	3	100	101	/	-2
C=CCNC(=O)C1CC(c2cccc(OC)c2)=NO1 (centres undefined)	99	106	20	101	-25	105	14	100	101	13	-6
COc1cc(NC(=O)CSc2c3c(nc4ccccc24)CCC3)cc(OC)c1OC	100	103	-19	100	7	105	11	102	101	-52	-4
O=C(c1cccnc1)N1CCC(c2nc3ccccc3[nH]2)CC1	103	98	-11	98	-19	107	4	98	101	/	0
Cn1c(=O)n(C)c2cc(S(=O)(=O)Nc3ccccc3O)ccc21	102	105	35	102	-16	104	14	104	104	/	-2
CSc1nc2c(c(=O)[nH]1)C(c1cccc(Br)c1)CC(=O)N2 (centres undefined)	93	95	3	96	-6	96	25	93	94	-20	0
COc1ccccc1NC(=O)C(C)NS(=O)(=O)c1ccccc1 (centres undefined)	99	100	17	94	-2	97	9	96	96	/	-7
CCc1cccc(NC(=O)Nc2cccs2)c1	103	100	17	98	-37	103	3	102	101	/	0
CCOc1cc(/C=N/NC(=O)Cn2nc([N+](=O)[O-])cc2C)ccc1OCc1ccc(F)cc1	96	105	0	96	39	101	37	101	101	-18	-1
Cc1ccc(-c2n[nH]c(=O)c3ccccc23)cc1S(=O)(=O)N(C)CCO	97	100	7	101	-3	102	28	99	100	-1	0
COc1ccc2c(c1)N(C(=O)CSc1n[nH]c(C)n1)C(C)(C)C=C2C	103	100	5	99	-1	107	32	100	101	-5	0
CCC(C)(NC(=O)c1cccc(N2C(=O)CSC2c2ccccc2)c1)C(=O)Nc1ccccc1C (centres undefined)	99	108	11	102	-17	104	8	106	104	/	0
CN(C)c1ccc(/C=N/n2c(COc3ccccc3)n[nH]c2=S)cc1	101	100	19	99	-71	101	6	98	98	-14	-8
CC(C)(C)OC(=O)N/N=C\c1ccc[nH]1	103	103	12	103	-30	107	10	104	105	/	-1
Continued:
SMILES	Rab7 wt modul	Cdc42 wt GTP	Mcl1-Noxa inh	Rac1 mut GTP	Mcl1 Bid PPI	Rac1 wt GTP bind	Avidin bead fluor	Rab2 wt GTP	HRas wt GTP	Pf gametocyte	Mcl-1 Bim block
CN(C)S(=O)(=O)Oc1cccc(C(=O)Nc2ccc(Cl)c(Cl)c2)c1	95	95	4	94	5	95	28	94	96	/	-1
COc1ccc(CNc2ccc(-c3ccc(OC)cc3)nn2)cc1	103	104	6	101	11	104	12	101	102	/	-1
COc1cc(CN2CCN(CCc3ccccc3)C(CCO)C2)cc(OC)c1 (centres undefined)	104	99	6	97	-29	100	2	100	99	-27	-3
COc1cccc(CNC(=O)CCNS(=O)(=O)c2cccs2)c1	100	104	-14	103	-23	102	14	106	105	/	-5
CCOC(=O)C1=C(C)N=C2SC(C)C(=O)N2C1c1ccc(OC(C)=O)c(OC)c1 (centres undefined)	100	100	-1	97	-16	101	35	100	100	-6	-1
CCCN1C(=O)S/C(=C\c2ccc(N3CCOCC3)cc2C)C1=O	96	96	11	100	5	100	15	98	98	/	-1
COc1ccccc1Oc1nc(C)c(C(C)=O)cc1C#N	97	98	-24	97	8	100	7	95	95	-5	1
O=[N+]([O-])c1cc(S(=O)(=O)N2CCOCC2)ccc1N1CCCC1	97	91	-14	91	-12	90	8	91	90	1	-3
Fc1ccc(CSc2ncnc3ccccc23)cc1	93	93	7	94	11	100	10	96	96	-21	0
O=c1/c(=C/c2cccc3ccccc23)sc2ncnn12	103	99	4	97	-15	103	9	99	99	14	-11
CCC(CC)c1nnc(NC(=O)c2cccc(S(=O)(=O)N3CCc4ccccc43)c2)s1	99	102	-4	99	-4	100	12	101	100	/	0
Cc1ccc(C)c(Oc2ncnc(N)c2[N+](=O)[O-])c1	101	107	5	101	11	107	5	102	102	/	37
CC(NC(=O)Cn1ccsc1=N)C12CC3CC(CC(C3)C1)C2 (centres undefined)	97	97	12	94	-3	97	13	95	98	-4	-4
O=C(C(=O)N1CCN(c2ccc(F)cc2)CC1)c1c[nH]c2ccccc12	98	95	16	95	-43	96	8	96	95	16	-3
O=C(c1cccs1)N(Cc1nc2sc3c(c2c(=O)[nH]1)CCCC3)C1CCCC1	98	98	-2	97	-42	106	12	99	99	/	-1
CN(C(=O)C(Cl)Cl)c1ccc(OC(=O)c2ccco2)cc1	99	97	10	97	4	96	9	97	98	/	-2
CCN1C(=O)/C(=C/c2nc3ccccc3c(=O)n2-c2ccccc2)c2ccccc21	102	100	-5	97	-6	100	31	100	100	/	-3
CC(=O)NC(C)c1nc2ccccc2n1CC(=O)N1C(C)CCCC1C (centres undefined)	110	100	26	96	-13	105	12	99	99	14	0
O=C(c1ccc2c3c(cccc13)C(=O)N(O)C2=O)N1CCCCC1	97	96	13	95	-3	96	10	96	97	/	0
CC1=Cc2ccccc2C(C#N)N1C(=O)c1ccccc1 (centres undefined)	96	97	9	102	-18	105	1	98	98	/	-3
O=c1c2ccccc2nc(SCc2cccc(F)c2)n1-c1cccc(S(=O)(=O)N2CCCC2)c1	105	100	19	102	3	101	1	100	101	/	-1
O=C(c1ccco1)N1CCN(C(c2ccccc2F)c2nnnn2Cc2cccs2)CC1 (centres undefined)	92	93	/	94	33	91	10	94	94	/	-2
Cc1cc(C(=O)CSc2nc3ccccc3c(=O)[nH]2)c(C)n1C	102	98	19	98	-39	104	-1	100	101	/	-1
Cc1ccc(NC(=S)N2CCC(c3nc4ccccc4s3)CC2)cc1	96	99	16	96	-55	97	38	96	98	/	-1
CCNC(=O)CCCOc1ccc(Cl)cc1Cl	91	92	/	90	-7	89	11	92	92	29	0

Results in Pf gametocyte, Rab7 wt modul and Avidin bead fluor, for some of the entries so far:
Molecule	Pf gametocyte	Rab7 wt modul	Avidin bead fluor
Fc1ccc(CSc2ncnc3ccccc23)cc1	-21	93	10
O=c1/c(=C/c2cccc3ccccc23)sc2ncnn12	14	103	9

Next section
SMILES	Rab7 wt modul	Cdc42 wt GTP	Mcl1-Noxa inh	Rac1 mut GTP	Mcl1 Bid PPI	Rac1 wt GTP bind	Avidin bead fluor	Rab2 wt GTP	HRas wt GTP	Pf gametocyte	Mcl-1 Bim block
Cc1cccc(C(=O)Nc2ccc(C(=O)/C=C/c3cccnc3)cc2)c1	91	94	1	99	43	103	30	96	96	-24	-1
Cc1ccc(Nc2nnc(C3C(=O)N(C)C4(C)CC3c3cc(Br)ccc3O4)s2)cc1 (centres undefined)	98	100	12	100	-22	106	8	100	103	15	-5
Cc1ccc(C(=O)c2c[nH]c(C(=O)NCc3cccnc3)c2)cc1	96	94	14	96	-1	96	10	97	95	10	-7
Cc1cc(C(F)(F)F)n2[nH]c(=O)c(N=Nc3ccccc3)c2n1	94	99	14	93	-25	98	11	91	94	-4	3
C/C(=N\NC(=O)c1cccc(N2CCCC2=O)c1)c1ccc(N)cc1	97	96	14	96	-31	100	23	98	99	-13	-2
COc1cc(C(=O)NCc2ccc(C)cc2)ccc1OCc1c(C)noc1C	101	103	17	99	-17	102	13	104	105	/	0
CCC(C)(C(=O)NC1CCCC1)N(C(=O)c1cnccn1)c1c(C)n(C)n(-c2ccccc2)c1=O (centres undefined)	102	103	-6	101	-22	110	5	102	103	/	3
CCn1c(SCC(=O)Nc2cccc(NC(C)=O)c2)nnc1C(C)C	103	104	0	101	-18	110	17	104	106	/	-1
Cc1ccc(-c2csc(NC(=O)c3cccc([N+](=O)[O-])c3)n2)cc1	93	104	22	99	1	101	17	102	104	/	0
CNC(=S)N/N=C/c1c(C)nn(-c2ccc(F)cc2)c1Cl	95	94	-4	95	-46	97	8	94	95	-6	1
CCCCC(=O)Nc1ccc(NC(=O)c2ccc([N+](=O)[O-])cc2)cc1OC	102	105	-14	99	-4	108	14	104	104	/	-5
CC(C)(C)/C(Cn1cncn1)=N\OC(=O)Nc1ccc(Cl)cc1	96	99	-7	98	4	103	12	97	100	5	-2
CCCCn1c(=O)[nH]c(=O)c2c1nc(-c1ccc(OCCC)c(OCC)c1)n2CCOC	101	98	-15	94	-31	97	16	95	94	-36	0
COC(=O)c1c(C)oc(C)c(C(=O)OC)c1=O	101	103	-9	98	-6	100	13	103	102	-24	0
CC1CCN(C(=O)c2cc(Cl)nc3ccccc23)CC1	101	100	0	100	-13	106	14	100	101	8	-2
Cc1cc2oc(=O)c3c(c2cc1OC(=O)c1ccco1)CCCC3	101	98	-1	98	-33	98	12	98	98	/	-1
O=C(CSc1ccccn1)Nc1ccc2c(c1)C(=O)c1ccccc1C2=O	95	97	72*	96	77*	91	31	91	94	/	0
O=C(NCc1ccc(C(F)(F)F)cc1)C1CC(c2ccccc2[N+](=O)[O-])=NO1 (centres undefined)	96	96	-10	93	-4	95	25	93	97	/	0
O=[N+]([O-])c1cccc(-c2nnc3c4ccccc4c4ccccc4n23)c1	94	98	21	96	53*	97	10	94	95	/	2
CC(=O)Oc1ccc(/C=N/NC(=S)Nc2ccccc2)cc1	104	104	26	99	-75	105	14	99	101	/	-1
CC1CC(N(C(=O)C2CC2)c2ccccc2)c2ccccc2N1C(=O)C1CC1 (centres undefined)	94	95	-21	98	-8	95	16	96	96	17	-1
COc1ccc(N=C2NC(=O)/C(=C\C=C\c3ccco3)S2)cc1	95	94	82*	94	-36	98	13	92	95	-41	6
